Giardia FBPA inh: Giardia lamblia aldolase inhibition | A8B2U2 | purified Giardia FBPA | Potency, µM (highest dose often 59.6 µM), without a hit: top-dose activity, negative = inhibition, hits mostly inhibitors | 290,000 compounds, 0.71% hits | AID 2451; active = well fitted inhibition curve with a large enough effect; inconclusive = small, poorly fitted or top-dose-only effect, or effect the other way; also: nearly all actives have a fitted effect of over 55% in size
Target sequence (A8B2U2 whole entry, looked up): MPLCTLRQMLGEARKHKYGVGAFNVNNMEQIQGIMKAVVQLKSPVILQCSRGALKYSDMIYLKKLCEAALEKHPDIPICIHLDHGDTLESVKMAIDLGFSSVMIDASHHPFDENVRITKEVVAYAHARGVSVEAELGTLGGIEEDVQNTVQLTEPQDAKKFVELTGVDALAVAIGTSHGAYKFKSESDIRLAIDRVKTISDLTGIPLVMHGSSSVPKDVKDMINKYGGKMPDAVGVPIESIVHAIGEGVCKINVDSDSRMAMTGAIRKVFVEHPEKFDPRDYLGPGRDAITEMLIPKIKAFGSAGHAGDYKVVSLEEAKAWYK
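40 nM FBPA preincubated 10 min at RT with compound (up to 57.5 uM final), then substrate plus GAPDH/TPI/NAD/arsenate coupling and diaphorase/resazurin added. Fluorescence read after 20 min at RT, 525/598 nm.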
Active calls of the source: *; u = inconclusive; & = joins results of further samples; [ ] = dose if it differs, or a comment. % is scaled to controls: 0 for no effect and ±100 for the full control effect; potency is read from the fitted curve at half-maximal effect. Not all compounds are listed. The share of hits here may be higher or lower than overall.

nr | mol | Giardia FBPA inh
1 | COC(=O)NC(CC(C)=O)c1ccccc1 (centres undefined) | 1%[12.9 µM]
2 | COc1ccc2c(c1)O[C@@H](c1ccc3c(c1)OCO3)[C@H](OC(=O)N[C@H](C)C1CCCCC1)C2=O | -3%
3 | O=c1c(CCc2ccccc2)nc2cnc(Oc3ccccc3)nc2n1C[C@H]1CCCO1 | -1%
4 | CO[C@H]1COC(=O)[C@@H](CCSC)NC(=O)C/C=C\[C@@H](C)COC(=O)[C@@H](OCc2ccccc2)/C=C\[C@@H]1C | 0%[12.9 µM]
5 | C[C@H]1Cc2c(-c3ccccc3)nc3c(c2CO1)CN(C(=O)Nc1cccc(C#N)c1)CC3 | 0%[12.9 µM]
6 | C[C@@H]1OC(OC2C(OC3CC[C@@]4(C)C5CC=C6C7CC(C)(C)CC[C@@]7(C(=O)O)CCC6(C)C5(C)CCC4[C@]3(C)CO)OCC(O)C2O)C(O)C(O)C1O (some centres undefined) | 0%
7 | COc1cccc([C@H]2Oc3ccc(OC)cc3/C(=N\OC[C@@H](O)[C@@H]3O[C@@H]4OC(C)(C)O[C@@H]4[C@H]3O)[C@@H]2O)c1 | -1%[12.9 µM]
8 | CC(C)(O)[C@@H]1[C@H]2OC(=O)[C@@H]1[C@]1(O)C[C@H]3O[C@]34C(=O)O[C@H]2[C@@]14C (tested in a mixture with another compound) | 8%
9 | CCCn1c(-c2ccc(F)cc2)nc2c(NCCCN3CCCCC3C)nc(C)nc21 (centres undefined) | 1%
10 | C[C@@H](c1ccccc1)N1C(=O)[C@H]2[C@H]3[C@H](O)[C@H](O)C/C(=N/OCc4ccccc4)[C@H]3CC[C@@H]2C1=O | 0%[12.9 µM]
11 | COc1ccc(NC(=O)N2CCCC3(CCN(C(=O)c4csnn4)CC3)C2)cc1 | -5%
12 | CC(=O)N1CCC2(CC1)CN(c1ccccn1)C2 | -3%
13 | Cc1cc(=O)oc2cc(OC3C=CC(C#CC(C)(C)C)OC3CO)ccc12 (centres undefined) | -1%[12.9 µM]
14 | C[C@H]1Cc2c(COc3ccccc3)nc3c(c2CO1)CN(C(=O)C1CCCCC1)CC3 | 6%[12.9 µM]
15 | CN1CCN(c2nc(-c3ccc(N(C)C)cc3)nc3ccccc23)CC1 | u
16 | COc1cccc(-c2ccc3ncnc(NCc4ccccc4OC)c3c2)c1 | -17%
17 | CN(C)c1ncc2nc(CCc3ccccc3)c(=O)n(CCc3ccccc3)c2n1 | -1%
18 | CO/N=C\[C@@H](OC)[C@H](C)/C=C\CC(=O)OC | 3%[12.9 µM]
19 | CO[C@H]1COC(=O)[C@@H](OCc2ccccc2)/C=C\[C@H](C)[C@@H](OC)COC(=O)[C@H](OCc2ccccc2)/C=C\[C@@H]1C | 5%[12.9 µM]
20 | COc1ccc2c(c1)C(=O)[C@@H](OC(=O)NS(=O)(=O)c1ccc(F)cc1)[C@H](c1ccc(OC)c(Br)c1)O2 | 1%
21 | COc1ccc2[nH]cc(CCNc3ncnc4ccc(-c5ccc(C(=O)N(C)C)cc5)cc34)c2c1 | -14%
22 | COc1ccc(NC(=O)N2CCCC3(CCN(S(C)(=O)=O)CC3)C2)cc1 | -10%
23 | COc1cc(O)c(C(=O)/C=C/c2ccc(OC)c(O)c2)c(OC)c1 | -6%
24 | COc1cc2c(cc1O)CCNC2C (centres undefined) | 0%
25 | COC(=O)[C@H]1C[C@@H]1[C@H](NC(C)=O)c1ccccc1 | 1%
26 | CC(C)C[C@@H](CC(=O)N[C@@H](CCC(=O)O)CC(=O)O)NC(=O)[C@@H]1CNCC[C@H]1NC(=O)C[C@H](CCCN)NC(=O)C[C@H](CO)NC(=O)[C@@H]1CCCC[C@H]1N | -15%
27 | C=C(C)C(=O)/C=C/c1ccc(C(F)(F)F)cc1 | 5%
28 | C=CCC(C)(O)/C=C/c1ccccc1 (centres undefined) | -1%
29 | N[C@@](C(=O)O)(c1ccc(P(=O)(O)O)cc1)C1CC1 | -26%
30 | COc1ncc2nc(C)c(=O)n(-c3ccccc3)c2n1 | 7%
31 | N[C@H](CCCCCP(=O)(O)O)C(=O)O | -1%&-11%&-2%
32 | COc1ccc2c(c1)OC[C@H]1c3cc4c(cc3O[C@@H]21)OCO4 | 1%
33 | O=CN1CCc2c([nH]c3ccccc23)C1c1cccc2cccnc12 (centres undefined) | -2%
34 | CN(C)c1ncc2nc(-c3cc(F)cc(F)c3)c(=O)n(C)c2n1 | -1%
35 | NC(Cn1ccc(=O)[nH]c1=O)C(=O)O (centres undefined) | -1%
36 | Cc1nc2cncnc2n(Cc2ccccc2)c1=O | 18%
37 | CC(N)(Cc1ccc(O)c(O)c1)C(=O)O (centres undefined) | u
38 | Cc1cc2c3c(cccc3n1)C(=O)c1ccccc1-2 | 0%
39 | CCCCC/C=C\C[C@@H](O)/C=C/C=C\C/C=C\CCCC(=O)O | 6%
40 | O=C(Nc1cccc(F)c1)N1CCCC2(CCN(C(=O)c3cc(C(F)(F)F)cc(C(F)(F)F)c3)CC2)C1 | -2%
41 | O=c1c(-c2ccc(F)cc2)nc2cnc(Nc3ccccc3)nc2n1C1CC1 | -2%
42 | c1ccc(CNc2ccnc(-c3cccnc3)n2)cc1 | 2%
43 | O=c1cnc2cnc(Oc3ccccc3)nc2n1Cc1cccs1 | 6%
44 | COc1ccc(NC(=O)N2CCC3(CC2)CCN(C(=O)c2cnccn2)CC3)cc1 | -1%
45 | CCCCCCCCC#CCC#CCC#CCCCC(=O)O | 5%
46 | CC1(C)CCC(C)(C)c2cc(C(=O)Nc3ccc(C(=O)O)cc3)ccc21 | 0%&22%
47 | CN1CCN(c2ncc3nc(-c4cccc(C#N)c4)c(=O)n(CCC#N)c3n2)CC1 | 0%
48 | CC(C)CN(C)c1nc(N)c(C(=O)N=C(N)N)nc1Cl | -6%
49 | COCCn1c(=O)c(-c2ccc(OC)cc2)nc2cnc(OC)nc21 | -12%
50 | COC(=O)C1(C(=O)OC)Cc2conc2[C@H]1c1ccccc1 | 2%&0%&-4%
51 | COc1cccc(-c2cncnc2NCc2cccs2)c1 | 12%
52 | NCCC[C@@H](CC(=O)N[C@@H]1CCCC[C@H]1C(=O)N[C@H](CC(=O)N[C@@H](CCC(=O)O)CC(=O)O)Cc1ccccc1)NC(=O)C[C@H](Cc1c[nH]c2ccccc12)NC(=O)[C@@H]1CCCC[C@H]1N | -23%
53 | COc1cccc(-c2nc(N(C)Cc3ccco3)c3ccccc3n2)c1 | -19%
54 | O=C(c1ccncc1)N1CCC2(CC1)CN(c1ccncc1)C2 | -1%
55 | CC(C)(C)NC[C@H](O)c1cc(Cl)c(N)c(Cl)c1 | 1%[21.7 µM]
56 | COCCn1c(=O)c(-c2ccc(OC)cc2)nc2cnc(Nc3cccc(OC)c3)nc21 | 0%

New compounds follow:
nr | mol | Giardia FBPA inh
57 | CC(=O)N[C@@H](c1ccccc1)[C@]1(C)C[C@H]1[C@@H](C)C(=O)Nc1ccc2ccccc2c1 | -8%
58 | O=c1c(-c2cc(F)cc(F)c2)nc2cnc(N3CCOCC3)nc2n1Cc1ccc(F)cc1 | 6%
59 | CC1(C)C(=O)C=C[C@@]2(C)C1CC(O)[C@]1(C)C2CC[C@@]2(C)C(c3ccoc3)OC(=O)C3O[C@]312 (some centres undefined) | -5%
60 | CCCCC[C@H](O)/C=C/[C@@H]1[C@@H](CC(=O)CCCCC(=O)O)[C@@H](O)C[C@H]1O | 3%
61 | COC(=O)c1ccc(CN2[C@@H]3C[C@@H](O)CC[C@@H]3C[C@H]2C(=O)OC)cc1 | -1%
62 | Cn1cccc1C(=O)N1CCC2(CCN(Cc3ccccc3)CC2)CC1 | 4%
63 | CC(C)Cn1nnnc1S(=O)(=O)CCc1ccccc1 | 0%
64 | O=C(c1cnccn1)N1CCC2(CCCN(c3ncccn3)C2)CC1 | 3%
65 | O=C(c1ccco1)N1CCC[C@@]2(CCN(c3ccncc3)C2)C1 | -1%
66 | CCc1ccc2c(-c3cccc(Cl)c3)nc(=O)n(CC)c2n1 | 11%
67 | Cn1c(=O)n2n(c1=O)[C@H]1[C@H](O)[C@H]3O[C@@H]3/C(=N/OCc3ccccc3)[C@@H]1CC2 | 3%[12.9 µM]
68 | CN(C)c1ncc2nc(-c3ccc(F)cc3)c(=O)n(-c3ccccc3)c2n1 | 10%
69 | COC(=O)C1=C(C(=O)OC)[C@@H]2N(Cc3ccccc3)c3ccccc3[C@@]23C[C@@H](C(=O)OC)N(S(=O)(=O)c2ccc(C#N)cc2)C3=N1 | 4%[12.9 µM]
70 | Cc1cnc(CNc2cc(-c3c(C)noc3C)ncn2)cn1 | -2%
71 | COc1ccc2[nH]cc(CCNc3ccnc(-c4ccc5c(c4)OCO5)n3)c2c1 | -16%
72 | O=c1c(-c2ccc(F)cc2)nc2cnc(Oc3cccc(Cl)c3)nc2n1C1CC1 | 9%

Rewritten as labelled records: entries from further up.
69: COC(=O)C1=C(C(=O)OC)[C@@H]2N(Cc3ccccc3)c3ccccc3[C@@]23C[C@@H](C(=O)OC)N(S(=O)(=O)c2ccc(C#N)cc2)C3=N1
  Giardia FBPA inh = 4%[12.9 µM]

70: Cc1cnc(CNc2cc(-c3c(C)noc3C)ncn2)cn1
  Giardia FBPA inh = -2%

71: COc1ccc2[nH]cc(CCNc3ccnc(-c4ccc5c(c4)OCO5)n3)c2c1
  Giardia FBPA inh = -16%

72: O=c1c(-c2ccc(F)cc2)nc2cnc(Oc3cccc(Cl)c3)nc2n1C1CC1
  Giardia FBPA inh = 9%

Following part
nr | mol | Giardia FBPA inh
73 | CN(C)Cc1ccccc1-c1nccc(N(C)C)n1 | -2%
74 | NO | -8%
75 | C[C@@H](C(=O)Nc1ccc2ccccc2c1)[C@H]1C[C@]1(C)[C@H](NS(=O)(=O)c1ccc2ccccc2c1)c1ccccc1 | 0%
76 | C=CCCCCCCCCCCCC(O)CC(O)COC(C)=O (centres undefined) | -6%
77 | NCCC[C@@H](CC(=O)N[C@@H]1CCCC[C@H]1C(=O)N[C@H](CC(=O)N[C@@H](CCC(=O)O)CC(=O)O)Cc1c[nH]c2ccccc12)NC(=O)C[C@H](Cc1ccccc1)NC(=O)[C@@H]1CCCC[C@H]1N | -25%
78 | O=c1c(-c2cc(F)cc(F)c2)nc2cncnc2n1Cc1ccc(F)cc1 | -3%
79 | COCCn1c(=O)c(-c2ccccc2)nc2cnc(Oc3cccc(Cl)c3)nc21 | -12%
80 | O=C1C=C2C=C[C@H]3C[C@@]2(O1)[C@H]1CCCCN31 | 1%[21.7 µM]

Seven entries drawn at random from those above:
nr | mol | Giardia FBPA inh
54 | O=C(c1ccncc1)N1CCC2(CC1)CN(c1ccncc1)C2 | -1%
35 | NC(Cn1ccc(=O)[nH]c1=O)C(=O)O (centres undefined) | -1%
34 | CN(C)c1ncc2nc(-c3cc(F)cc(F)c3)c(=O)n(C)c2n1 | -1%
60 | CCCCC[C@H](O)/C=C/[C@@H]1[C@@H](CC(=O)CCCCC(=O)O)[C@@H](O)C[C@H]1O | 3%
12 | CC(=O)N1CCC2(CC1)CN(c1ccccn1)C2 | -3%
17 | CN(C)c1ncc2nc(CCc3ccccc3)c(=O)n(CCc3ccccc3)c2n1 | -1%
74 | NO | -8%

(further entries)
nr | mol | Giardia FBPA inh
81 | Cc1nc2cncnc2n(Cc2ccc(F)cc2)c1=O | 2%
82 | N#CCCn1c(=O)c(-c2cc(F)cc(F)c2)nc2cnc(Oc3ccccc3)nc21 | 5%
83 | COc1ccc(-c2nc(-c3ccccc3)oc2Nc2ccccc2C)cc1 | -2%&-4%
84 | CCN1CCCC1Cn1c(-c2ccccc2)nc2c(N(CCOC)CCOC)nc(C)nc21 (centres undefined) | 1%
85 | COC(=O)C1=C(C)NC(C)=C(C(=O)OCCSc2ccccc2)[C@@H]1C | -3%
86 | Cn1c(=O)n2n(c1=O)[C@H]1[C@H](O)[C@H]3O[C@H]3C(=O)[C@H]1CC2 | -1%[12.9 µM]
87 | COC(=O)C1=C(C)N(Cc2ccccc2)C2=C(C(C)=O)C(c3ccccc3)[C@@](O)(C(=O)OC)C(=O)N2C1c1ccccc1 (some centres undefined) | -1%&-3%[12.9 µM]
88 | COc1cccc(Cn2c(=O)c(-c3ccc(Cl)cc3)nc3cnc(N4CCN(C)CC4)nc32)c1 | 2%
89 | COc1ccc2c(c1)c(CC(=O)O)c(C)n2Cc1ccc(F)cc1 | 4%
90 | COc1ccccc1CN1CC2(CCN(C(=O)c3cccc(F)c3)CC2)C1 | -3%
91 | COC(=O)[C@@]1(Cc2ccc(F)cc2)[C@H]2c3cc(C(=O)N4CCCC4)n(Cc4c(CO)[nH]cc(C)c4=O)c3C[C@H]2CN1C(=O)c1ccccc1 | -5%
92 | C=CCOC(=O)N[C@@H](c1cccs1)C(C(C)=O)C(C)=O | 3%

Quoted from the listing.
#90 in Giardia FBPA inh → -3%
#89 in Giardia FBPA inh → 4%
#91 in Giardia FBPA inh → -5%
